Pemphigus Ab inh = inhibitors of pemphigus antibody binding to human desmoglein-3. P32926. DSG3-coupled beads, scFv-anti-DSG3-GFP binding, flow cytometry; hits give low values. binding (percent of control), % at 10 µM. 310,000 compounds, 0.48% hits;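 active = binding more than 3 SD below its plate's average and above zero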;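 note: hits lower antibody fragment binding to DSG3; some compounds called inactive have numbers as strong as hits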
HTR5A inv ctr = counter-screen for OPRM1-OPRD1 inverse agonists: human HTR5A inverse agonism; P47898; HTR5A cell line, luminescence; inhibition, % at 9.3 µM; 340,000 compounds, 0.083% hits; in the data active = inhibition mostly above about 23%, no sharp cut-off; inactive = mostly below about 18%;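 note: 0% = cells with DMSO and 100% = no-cell wells with DMSO; some compounds called inactive have numbers as strong as hits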
V-ATPase pHluor = alters yeast V-ATPase proton transport; S. cerevisiae, pHLuorin cytosolic pH fluorescence; response, % at 10 µM; 350,000 compounds, 0.37% hits; AID 504577; in the data active = response mostly above about 7.3%, no sharp cut-off; inactive = mostly below about 5.4%; note: actives read high; inactives centre near 0; some compounds called inactive have numbers as strong as hits; reference of the scale not given here
OPRM1-OPRD1 ag = OPRM1-OPRD1 heterodimerization agonism; P35372+P41143; cells, luminescence; activation, % at 9.3 µM; 340,000 compounds, 0.3% hits; in the data active = activation above about 18%;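 note: 0% = vehicle-treated cells and 100% = reference agonist; values of inactives mirror those of a sister screen read the other way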
Target sequence (P35372 whole entry, looked up): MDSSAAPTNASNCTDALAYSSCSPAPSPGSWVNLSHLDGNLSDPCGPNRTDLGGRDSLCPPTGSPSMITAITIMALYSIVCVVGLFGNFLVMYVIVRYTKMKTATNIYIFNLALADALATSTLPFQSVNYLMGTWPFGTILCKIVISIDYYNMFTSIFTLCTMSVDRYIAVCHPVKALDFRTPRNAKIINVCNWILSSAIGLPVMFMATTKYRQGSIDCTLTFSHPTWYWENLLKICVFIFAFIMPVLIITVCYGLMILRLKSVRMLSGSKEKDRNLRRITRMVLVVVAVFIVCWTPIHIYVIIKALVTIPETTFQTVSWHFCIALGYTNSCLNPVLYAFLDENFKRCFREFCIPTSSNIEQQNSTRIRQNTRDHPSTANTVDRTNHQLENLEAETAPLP
Target sequence (P41143 whole entry, looked up): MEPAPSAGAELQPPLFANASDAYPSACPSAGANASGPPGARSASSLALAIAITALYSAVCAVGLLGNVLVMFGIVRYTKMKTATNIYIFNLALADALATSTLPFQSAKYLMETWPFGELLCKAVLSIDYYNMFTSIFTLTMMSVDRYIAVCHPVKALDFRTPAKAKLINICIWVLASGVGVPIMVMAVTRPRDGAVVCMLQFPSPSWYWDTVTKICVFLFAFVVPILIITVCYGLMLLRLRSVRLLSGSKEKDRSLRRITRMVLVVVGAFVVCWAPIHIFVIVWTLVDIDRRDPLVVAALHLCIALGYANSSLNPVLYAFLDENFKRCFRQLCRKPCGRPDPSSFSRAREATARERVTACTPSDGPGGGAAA
Arr AP2 block = inhibitors of human beta-arrestin and AP2 interaction; FITC-arrestin peptide / GST-AP2 beads, flow cytometry; AP2 beta2 appendage carries R879A mutation; inhibition, % at 10 µM; AID 504490; 340,000 compounds, 0.31% hits;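 active = inhibition above a set limit, near 3 SD of compounds lacking own fluorescence, cut at about 54% in these data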;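 note: plate controls were DMSO wells for no effect and 5 µM unlabelled arrestin peptide for full effect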
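Measured by: flow cytometry, FL1 (488/535 nm); Material: AP2 appendage R879A on GSH beads; Evaluation: percent response; Timing: pre-incubation 12 min, peptide binding 1 h, room temperature; Also added: 50 nM FITC-arrestin peptide; Medium: PBS with 0.05% Tween 20 and 0.1% BSA.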
DAGLB inhibitor = diacylglycerol lipase beta (human) inhibition | inhibition, % at 5.17 µM | AID 504411 | Q8NCG7 | HEK293T DAGLB membrane lysate, EnzChek fluorogenic substrate | 340,000 compounds, 0.059% hits; in the data active = inhibition above about 34%;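 note: 0% = enzyme with vehicle and 100% = wells lacking enzyme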
OPRM1-OPRD1 inv = inverse agonist of human OPRM1-OPRD1 heterodimerization. AID 504357. cell-based MOR-DOR heterodimer luminescence, inverse agonism. inhibition, % at 9.3 µM. 340,000 compounds, 0.21% hits; in the data active = inhibition above about 22%, passing the limit was not always enough;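 note: 0% = cells with DMSO and 100% = wells without cells with DMSO; values of inactives mirror those of a sister screen read the other way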
HTR5A ag ctr = counter-screen for OPRM1-OPRD1 agonists: human HTR5A agonism; 340,000 compounds, 0.61% hits; activation, % at 9.3 µM; HTR5A agonist assay, luminescence, cell-based; in the data active = activation mostly above about 9.5%, no sharp cut-off; inactive = mostly below about 7.6%;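 note: 0% = cells with vehicle only and 100% = reference agonist; strong numbers were not always called active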
PKA-R1A activ = activates the PKA-R1A holoenzyme complex; P00514+P68181; PKA-R1A dissociation, Cy5-IP20 fluorescence polarization; scaled: DMSO 0%, 113 µM cGMP 100%; activation, % at 11.4 µM; 340,000 compounds, 0.083% hits; AID 504707;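 active = percent activation above the mean of all tested compounds plus 3 SD, cut at about 19% in these data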;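 note: higher means more PKAc released from R1A so a rise in polarization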
PKA-R2B act = PKA-R2B complex activation; 340,000 compounds, 0.079% hits; PKA-R2B holoenzyme dissociation, Cy5-IP20 fluorescence polarization; R2B truncated from residue 108, S112A mutant; 0% DMSO only, 100% 113 µM cGMP; activation, % at 11.4 µM; P22694+P31323;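 active = activation above a cutoff set at the mean over all compounds plus 3 SD, cut at about 18% in these data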;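 note: higher means more holoenzyme dissociation and a rise in polarization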
* marks the source's active call; other numbers are inactive results; & = joins results of further samples. Some of the compounds tested; count on the stated rates, not on these rows.

`CCCn1cc(C(=O)O)cn1` gave Pemphigus Ab inh 105, HTR5A inv ctr -7, V-ATPase pHluor 0, OPRM1-OPRD1 ag -0.6, Arr AP2 block 8, DAGLB inhibitor 0, OPRM1-OPRD1 inv 3, HTR5A ag ctr 2, PKA-R1A activ -4 and PKA-R2B act -1.
Screening C=CCn1c(O)c(C(C)=Nc2ccc(N(C)C)cc2)c(=O)[nH]c1=O returned Pemphigus Ab inh 95, HTR5A inv ctr -35, V-ATPase pHluor -3, OPRM1-OPRD1 ag 3.5, Arr AP2 block 8, DAGLB inhibitor 0, OPRM1-OPRD1 inv -17, HTR5A ag ctr 15, PKA-R1A activ -2 and PKA-R2B act -2.
For CCCCCCOc1ccc(CN2CCN(CC)CC2)cc1 the results were Pemphigus Ab inh 103, HTR5A inv ctr -45, V-ATPase pHluor -1, OPRM1-OPRD1 ag -0.1, Arr AP2 block 20, DAGLB inhibitor -2, OPRM1-OPRD1 inv 1, HTR5A ag ctr 17, PKA-R1A activ -4 and PKA-R2B act -2.
For CCCCn1c(C)c(C(=O)OCC)c2c(CN3CCCC3)c(O)ccc21 the results were Pemphigus Ab inh 99, HTR5A inv ctr 0, V-ATPase pHluor 1, OPRM1-OPRD1 ag -3.5, Arr AP2 block -2, DAGLB inhibitor -3, OPRM1-OPRD1 inv 19, HTR5A ag ctr 0, PKA-R1A activ -6 and PKA-R2B act 8.
`CC(C(=O)c1ccc(Cl)cc1Cl)n1cncn1` (configuration not stated) gave Pemphigus Ab inh 94, HTR5A inv ctr 4, V-ATPase pHluor 0, OPRM1-OPRD1 ag -0.4, Arr AP2 block 18, DAGLB inhibitor 0, OPRM1-OPRD1 inv 2, HTR5A ag ctr -1, PKA-R1A activ -4 and PKA-R2B act 5.
Screening Oc1ccc(C2NCc3ccccc3-n3cccc32)cc1Cl (configuration not stated) returned Pemphigus Ab inh 113&103, HTR5A inv ctr -21&-1, V-ATPase pHluor -1&-4, OPRM1-OPRD1 ag 1.8&-2.2, Arr AP2 block -8&-10, DAGLB inhibitor -1&-1, OPRM1-OPRD1 inv -7&13, HTR5A ag ctr 9&0, PKA-R1A activ 6&7 and PKA-R2B act 6&-1.
For O=C(NCNC(=O)NC1C(=O)NC(=O)N1CO)NC1C(=O)NC(=O)N1CO (configuration not stated) the results were Pemphigus Ab inh 92, HTR5A inv ctr -3, V-ATPase pHluor 0, OPRM1-OPRD1 ag -1.3, Arr AP2 block 6, DAGLB inhibitor 3, OPRM1-OPRD1 inv 7, HTR5A ag ctr 1, PKA-R1A activ -17 and PKA-R2B act -5.
For O=C(O)C1C2CC3CC(C2)CC1(n1ncc(N2CCC4(CC2)OCCO4)c(Cl)c1=O)C3 (configuration not stated) the results were Pemphigus Ab inh 135, HTR5A inv ctr -28, V-ATPase pHluor -4, OPRM1-OPRD1 ag -2.6, Arr AP2 block -1, DAGLB inhibitor 1, OPRM1-OPRD1 inv 13, HTR5A ag ctr 1, PKA-R1A activ -4 and PKA-R2B act -17.
Screening COc1ccc(/C=C2/C(=O)N(Cc3ccco3)C(=O)N(C(C)C)C2=O)cc1 returned Pemphigus Ab inh 101, HTR5A inv ctr 4, V-ATPase pHluor -2, OPRM1-OPRD1 ag -2.1, Arr AP2 block 3, DAGLB inhibitor 16, OPRM1-OPRD1 inv 10, HTR5A ag ctr -2, PKA-R1A activ -1 and PKA-R2B act -2.
Screening CC(C)Sc1nnc([C@@H](N)Cc2c[nH]c3ccccc23)o1 returned Pemphigus Ab inh 97, HTR5A inv ctr 4, V-ATPase pHluor 0, OPRM1-OPRD1 ag 0.7, Arr AP2 block -2, DAGLB inhibitor 0, OPRM1-OPRD1 inv -3, HTR5A ag ctr -2, PKA-R1A activ 2 and PKA-R2B act 15.
`CN1C(=O)C(=Cc2ccc(N3CCCCC3)o2)C(=O)N(C)C1=S` gave Pemphigus Ab inh 143, HTR5A inv ctr 0, V-ATPase pHluor 0, OPRM1-OPRD1 ag -4.3, Arr AP2 block 22, DAGLB inhibitor 0, OPRM1-OPRD1 inv 22, HTR5A ag ctr 0, PKA-R1A activ -9 and PKA-R2B act -2.
For CC1(C)CC(=O)C(C2(O)C(=O)NC(=O)NC2=O)=C(O)C1 the results were Pemphigus Ab inh 102, HTR5A inv ctr 5, V-ATPase pHluor 1, OPRM1-OPRD1 ag -2.1, Arr AP2 block 18, DAGLB inhibitor -3, OPRM1-OPRD1 inv 12, HTR5A ag ctr -2, PKA-R1A activ 6 and PKA-R2B act 1.
Screening CCCCn1c(O)c(C(C)=NCc2ccc3c(c2)OCO3)c(=O)[nH]c1=O returned HTR5A inv ctr 12, V-ATPase pHluor -1, OPRM1-OPRD1 ag -1.6, Arr AP2 block -9, DAGLB inhibitor 2, OPRM1-OPRD1 inv 8, HTR5A ag ctr -5, PKA-R1A activ -7 and PKA-R2B act -1.
`CN(C)C(=O)Oc1ccc(OCc2cccc[n+]2C)cc1` gave Pemphigus Ab inh 98, HTR5A inv ctr -15, V-ATPase pHluor 1, OPRM1-OPRD1 ag 3.4, Arr AP2 block 8, DAGLB inhibitor 0, OPRM1-OPRD1 inv -23, HTR5A ag ctr 5, PKA-R1A activ 1 and PKA-R2B act -7.
`CCCOC(=O)Nc1ccc([As](=O)(O)O)cc1NC(=O)OCCC` gave Pemphigus Ab inh 98, HTR5A inv ctr 8, V-ATPase pHluor 0, OPRM1-OPRD1 ag -2.3, Arr AP2 block 7, DAGLB inhibitor -4, OPRM1-OPRD1 inv 10, HTR5A ag ctr -2, PKA-R1A activ -14 and PKA-R2B act -6.
`O=[P+](Cc1ccccc1)Cc1ccccc1` gave Pemphigus Ab inh 102, HTR5A inv ctr -8, V-ATPase pHluor -1, OPRM1-OPRD1 ag -2.9, Arr AP2 block -5, DAGLB inhibitor -2, OPRM1-OPRD1 inv 15, HTR5A ag ctr 2, PKA-R1A activ 1 and PKA-R2B act -9.
`Cc1ccc(-n2c(O)c(/C=N/N3CCOCC3)c(=O)[nH]c2=S)cc1` gave Pemphigus Ab inh 125, HTR5A inv ctr -9, V-ATPase pHluor -2, OPRM1-OPRD1 ag -2.0, Arr AP2 block 43, DAGLB inhibitor -1, OPRM1-OPRD1 inv 11, HTR5A ag ctr -5, PKA-R1A activ -3 and PKA-R2B act -12.
`Fc1ccc(CN2CCN(c3ccc(Cl)cc3)CC2)cc1` gave Pemphigus Ab inh 106, HTR5A inv ctr 3, V-ATPase pHluor -1, OPRM1-OPRD1 ag 5.2, Arr AP2 block 7, DAGLB inhibitor -20, OPRM1-OPRD1 inv -38, HTR5A ag ctr -1, PKA-R1A activ -2 and PKA-R2B act -3.
O=C(O)CCn1cc(C=C2C(=O)NC(=S)NC2=O)c(-c2cccc(Br)c2)n1 was read as Pemphigus Ab inh 99, HTR5A inv ctr 9, V-ATPase pHluor 1, OPRM1-OPRD1 ag -0.6, Arr AP2 block 10, DAGLB inhibitor 3, OPRM1-OPRD1 inv 3, HTR5A ag ctr 2, PKA-R1A activ -1 and PKA-R2B act -3.
For O=C(NCc1ccccc1)c1cccn(Cc2ccccc2)c1=O the results were Pemphigus Ab inh 93, HTR5A inv ctr 4, V-ATPase pHluor -1, OPRM1-OPRD1 ag -1.5, Arr AP2 block 32, DAGLB inhibitor -2, OPRM1-OPRD1 inv 7, HTR5A ag ctr -1, PKA-R1A activ 7 and PKA-R2B act -13.
CCC(=O)c1c(O)n(C2CCCCCC2)c(=O)[nH]c1=O was read as Pemphigus Ab inh 104, HTR5A inv ctr 10, V-ATPase pHluor -2, OPRM1-OPRD1 ag -1.1, Arr AP2 block -7, DAGLB inhibitor 7, OPRM1-OPRD1 inv 6, HTR5A ag ctr -1, PKA-R1A activ 0 and PKA-R2B act -1.
Screening Cc1ccc(N)cc1N returned Pemphigus Ab inh 100, HTR5A inv ctr -6, V-ATPase pHluor -1, OPRM1-OPRD1 ag -2.4, Arr AP2 block 17, DAGLB inhibitor -2, OPRM1-OPRD1 inv 13, HTR5A ag ctr 1, PKA-R1A activ -9 and PKA-R2B act -10.
Screening CCc1nnc(NC(=O)CCc2nc(C3=CCN(C)CC3)no2)s1 returned Pemphigus Ab inh 103, HTR5A inv ctr 13, V-ATPase pHluor -1, OPRM1-OPRD1 ag -4.8, Arr AP2 block -6, DAGLB inhibitor -2, OPRM1-OPRD1 inv 24, HTR5A ag ctr -5, PKA-R1A activ -9 and PKA-R2B act 1.
For CCOC(=O)CC1=C(C(=O)OCC)C2(C(=O)N1CC(=O)OC)C(C#N)=C(N)Oc1ccccc12 (configuration not stated) the results were Pemphigus Ab inh 105, HTR5A inv ctr -30, V-ATPase pHluor 4, OPRM1-OPRD1 ag 2.2, Arr AP2 block 0, DAGLB inhibitor -3, OPRM1-OPRD1 inv -11, HTR5A ag ctr 9, PKA-R1A activ -11 and PKA-R2B act -12.
For COP(=O)(NS(=O)(=O)c1ccccc1)OC the results were Pemphigus Ab inh 99, HTR5A inv ctr -9, V-ATPase pHluor -2, OPRM1-OPRD1 ag -0.6, Arr AP2 block 3, DAGLB inhibitor 0, OPRM1-OPRD1 inv 3, HTR5A ag ctr 3, PKA-R1A activ -1 and PKA-R2B act 3.
`CCOC(=O)C1CCCN(c2ccc([N+](=O)[O-])c3nonc23)C1` (configuration not stated) gave Pemphigus Ab inh 428, HTR5A inv ctr 2, V-ATPase pHluor 2, OPRM1-OPRD1 ag 1.2, Arr AP2 block -24, DAGLB inhibitor -110, OPRM1-OPRD1 inv -5, HTR5A ag ctr -1, PKA-R1A activ -9 and PKA-R2B act -8.
Screening CNP1(NC)=NC(C(F)(F)F)=NC(C(F)(F)F)=N1 returned Pemphigus Ab inh 94, HTR5A inv ctr 9, V-ATPase pHluor -1, OPRM1-OPRD1 ag 1.5, Arr AP2 block 9, DAGLB inhibitor 3, OPRM1-OPRD1 inv -9, HTR5A ag ctr -4, PKA-R1A activ 0 and PKA-R2B act -5.
Screening Cc1ccc(/C=C2\C(=O)NC(=S)N(c3cccc(F)c3)C2=O)o1 returned Pemphigus Ab inh 110, HTR5A inv ctr 11, V-ATPase pHluor 2, OPRM1-OPRD1 ag -3.4, Arr AP2 block 15, DAGLB inhibitor 8, OPRM1-OPRD1 inv 16, HTR5A ag ctr -3, PKA-R1A activ 1 and PKA-R2B act 6.
For Cc1c(C(=O)N2CCC3(CC2)OCCO3)sc2ncnc(N3CCN(c4ccccn4)CC3)c12 the results were Pemphigus Ab inh 86, HTR5A inv ctr -2, V-ATPase pHluor -3, OPRM1-OPRD1 ag -2.1, Arr AP2 block -12, DAGLB inhibitor -1, OPRM1-OPRD1 inv 11, HTR5A ag ctr 1, PKA-R1A activ 16 and PKA-R2B act -2.
O=C(N/N=C/c1c(O)n(C2CC2)c(=S)[nH]c1=O)c1ccccc1 was read as Pemphigus Ab inh 98, HTR5A inv ctr 16, V-ATPase pHluor 4, OPRM1-OPRD1 ag -3.3, Arr AP2 block -10, DAGLB inhibitor 2, OPRM1-OPRD1 inv 18, HTR5A ag ctr -4, PKA-R1A activ -1 and PKA-R2B act -10.

Bioassay records deposited in PubChem by several laboratories.
